# 14-3-3g Raf = modulators of human 14-3-3 gamma - Raf peptide interaction. P61981. FP, 14-3-3gamma / TMR-pS259-Raf peptide binding. inhibition, % at 40 µM. actives 0.19% (n = 160,000); in the data active = inhibition above about 30%;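 note: 0% = protein plus tracer without compound and 100% = blank with tracer alone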
# Target sequence (P61981 whole entry, looked up): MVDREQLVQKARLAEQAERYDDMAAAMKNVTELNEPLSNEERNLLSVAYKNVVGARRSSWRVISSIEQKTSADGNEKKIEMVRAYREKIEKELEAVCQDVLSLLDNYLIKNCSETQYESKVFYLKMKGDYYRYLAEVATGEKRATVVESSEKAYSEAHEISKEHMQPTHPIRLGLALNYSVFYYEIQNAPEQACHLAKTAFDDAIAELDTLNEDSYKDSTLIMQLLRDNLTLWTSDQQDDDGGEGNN
# * hit, by the source's call; & = joins results of further samples. The list is partial; rates above refer to the full screens.
SMILES,14-3-3g Raf
Cn1c(SCC(=O)N(C2CCCCC2)C2CCCCC2)nnc1-c1cccs1,-2
COC(=O)c1cc(C(=O)Nc2nc3ccccc3s2)cc([N+](=O)[O-])c1,-3
CCCCC(=O)Nc1ccc(NCc2ccc(C)s2)cc1,-9
Cc1c(N(C(=O)Nc2ccccc2)C2=NCC(C)S2)c(=O)n(-c2ccccc2)n1C (centres undefined),3
O=C(CSc1nc(-c2cccs2)cc(C(F)(F)F)n1)NC1CCCC1,-1
COc1ccc(OCC2c3cc(OC)c(OC)cc3CCN2C(=O)c2cc(Cl)ccc2[N+](=O)[O-])cc1 (centres undefined),-16
CCOC(=O)c1cc2c(=O)n3ccccc3nc2n(C2CCCCC2)c1=NC(=O)c1ccc(OCC)cc1,0
Cn1c(=O)oc2cc(S(=O)(=O)N3CCCCCC3)ccc21,-1
CCCOC(=O)C1=C(C)NC2=C(C(=O)CC(c3ccccc3OC)C2)C1c1ccccc1F (centres undefined),-7
COC(=O)c1ccc(C2CC(=O)Nc3cc(OC)c(OC)cc32)cc1 (centres undefined),-13
CCOC(=O)C1=C(C)N=C2SC(CC)C(=O)N2C1c1ccc(C)cc1 (centres undefined),-1
CC(C)(C)C(=O)NCCc1nc2ccccc2n1CC(=O)c1ccccc1,-17
COC(=O)C1=CN(CC2CCCO2)C=C(C(=O)OC)C1c1cccc(Cl)c1 (centres undefined),-2
COc1ccccc1C1C(C(=O)c2cc3ccccc3o2)=C(O)C(=O)N1CCN(C)C (centres undefined),-9
COc1cc2nc(SCC#N)n3nc(-c4ccccc4)nc3c2cc1OC,-12
O=C(c1ccco1)[C@@H]1[C@@H]2C(=O)N(c3ccc(Br)cc3)C(=O)[C@@H]2C2c3ccccc3C=CN21 (some centres undefined),-82
Cn1c(=O)n(CCc2ccccc2)c(=O)c2c1nc1n2CCN1Cc1ccco1,3
CC(=O)N1CCc2cc(S(=O)(=O)NC(CC(C)C)C(=O)N3CCCCCC3)ccc21 (centres undefined),-8
CC(=O)N(c1ccc2oc(=O)sc2c1)S(=O)(=O)c1ccccc1,-2
Cn1c(=O)n(Cc2cccc(I)c2)c(=O)c2c1ncn2Cc1ccccc1,-43
Cc1ccc(-n2c(SCC(=O)c3ccc(Cl)cc3)nc3[nH]ncc3c2=O)cc1C,-52
CCOc1ccc(-c2ncncc2-c2ccc(OC)cc2)c(O)c1,-21
CCCn1nnnc1SCC(=O)NCc1cccs1,-3
CCOc1ccccc1NC(=O)c1c(NC(=O)Cc2ccccc2)sc2c1CCC2,-10
COc1ccc(S(=O)(=O)CCC(=O)Nc2nc3ccc(OC)cc3s2)cc1,-35
Cc1ccc(Cl)cc1NS(=O)(=O)c1ccc2c(c1)CCC(=O)N2,-50
COc1ccc2c(c1OC)C(=O)N(c1ccc(F)cc1)C2,-3
COc1ccc(C(CNC(=O)c2ccc(-n3cnnn3)cc2)N2CCOCC2)cc1 (centres undefined),-7
Cc1cc(C)c2c(N)c(C(=O)N3CCCCCC3)sc2n1,-4
COCC(C)NC(=O)c1noc2c1CCc1cc(OC)ccc1-2 (centres undefined),-9
COC(=O)c1cc(OC)c(OC)c(OC)c1N,-4
O=C(C1CCCN(S(=O)(=O)c2ccc(Br)s2)C1)N1CCN(C(c2ccccc2)c2ccc(Cl)cc2)CC1 (centres undefined),-5
CCOCCCNC(=O)c1cnn2c(C)c(Cc3cccc(C)c3)c(C)nc12,0
O=C(NCCCN1CCCCC1)c1cc(-c2ccncc2)nc2ccccc12,-2
CCn1c(=O)c(-c2ccc3ccccc3n2)cc2ccccc21,4
O=C(Nc1ccc(Cc2ccncc2)cc1)c1cccc(Cl)c1,5
Cn1nnnc1SCC(=O)Nc1nc(-c2ccccc2)c(-c2ccccc2)o1,-1
CCC(=O)Nc1ccc2nc(SCC(=O)Nc3cccc(Cl)c3C)sc2c1,-8
COC(=O)c1c(C)oc2cc(Br)c(OC(C)C(=O)OC)cc12 (centres undefined),-3
C=CCn1c(NC(=O)c2ccccc2Cl)c(C#N)c2nc3ccccc3nc21,-14
CCOCC(=O)Nc1nc2ccc(C)cc2s1,-2
COc1ccc(Nc2nc(N)nc(CSc3n[nH]c(-c4ccccc4)n3)n2)cc1,-3
COc1ccccc1N1CCN(C(=O)Cn2cnc3sc(C)c(S(=O)(=O)N4CCC(C)CC4)c3c2=O)CC1,-8
COc1ccc(-n2c(=O)cc(N3CCN(c4ccccc4F)CC3)[nH]c2=O)cc1,-4
CC(=O)n1nc(-c2cccnc2)nc1N,-3
CCN(CC)S(=O)(=O)N1CCC(C(=O)NC2CCCc3ccccc32)CC1 (centres undefined),1&3
CCC(=O)Nc1ccc(S(=O)(=O)Nc2ncccn2)cc1,1
CCOCCOC(=O)C1=C(C)NC(=O)CC1c1cccc([N+](=O)[O-])c1 (centres undefined),2
CCCCOC(=O)C1=C(C)Nc2ncnn2C1c1cccc(OC)c1OC (centres undefined),1
CC(=O)c1cccc(N=c2oc3ccc4ccccc4c3cc2C(N)=O)c1,-8

# The results go on.
SMILES,14-3-3g Raf
O=C(NCc1ccccc1Cl)c1cc2c(=O)n3ccccc3nc2s1,-13
COc1ccc(C(=O)N2N=C(C(F)(F)F)CC2(O)c2ccc(F)cc2)cc1 (centres undefined),-6
COc1ccc(OC)c(S(=O)(=O)n2ccnc2C)c1,2
COc1ccc(C2=Nc3ccccc3N=C(C(F)(F)C(F)F)C2)cc1,-2
COc1ccc(S(=O)(=O)Nc2cc(OC)c(NC(=O)c3ccco3)cc2OC)cc1,-8
O=C(Nc1ccc2c(c1)OCCO2)c1c(F)cccc1F,-5
CCOc1ccc(/C(O)=C2\C(=O)C(=O)N(Cc3cccnc3)C2c2ccc(C)cc2)c(C)c1 (centres undefined),0
CCOc1ccc2[nH]cc(C(=O)c3cccc(OC)c3)c(=O)c2c1,-14
COC(=O)C1CCN(C(=O)NC2CCCCC2)CC1,7
O=C(CN1C(=O)c2ccccc2S1(=O)=O)N1CCN(c2ccccc2F)CC1,1

# The closing 2 compounds of the section before are carried over, then new ones follow.
SMILES,14-3-3g Raf
COC(=O)C1CCN(C(=O)NC2CCCCC2)CC1,7
O=C(CN1C(=O)c2ccccc2S1(=O)=O)N1CCN(c2ccccc2F)CC1,1
COC(=O)CSc1nc2c(c(=O)n(C)c(=O)n2C)n1CCCc1ccccc1,-6
O=C1CC(c2ccc(F)cc2)c2cc(Br)c3ccccc3c2N1 (centres undefined),-5
O=C(COc1cc(Cl)ccc1Cl)Nc1nnc(CC(=O)N2CCOCC2)s1,-17
CCn1c(SCC(=O)N2CCN(c3ccc(F)cc3)CC2)nnc1-c1ccncc1,-9
COc1ccc2cc([C@H](C)C(=O)O)ccc2c1,2&-7
CCN(CC)CCCn1c(=S)[nH]c2ccc(F)cc2c1=O,-3
CCOc1ccccc1NC(=O)CCS(=O)(=O)c1cccc2nsnc12,-6
COc1cc(OC)nc(NC(=O)COC(=O)C2CCCCC2)n1,-7
CCOC(=O)C1=C(C)NC(=O)NC1/C(C)=C/c1ccccc1 (centres undefined),1
Cc1sc2c(c1C)c(=O)n(-c1ccccc1)c(=O)n2Cc1ccc([N+](=O)[O-])cc1,-2
O=[N+]([O-])c1cccc(-c2nc(-c3ccccc3Cl)no2)c1,3
O=C1Nc2cccnc2Sc2ccccc21,-2
O=C(CSc1nc2c([nH]c3ccccc32)c(=O)n1-c1cccc(C(F)(F)F)c1)N1CCCCC1,-2
CCOC(=O)C1=C(C)N(C)C(=S)NC1c1ccc(Cl)cc1 (centres undefined),-1
COc1ccc(-c2noc(CCC(=O)Nc3cc(Cl)c(OC)cc3OC)n2)cc1,1
O=C1C2CCCN2C(c2ccccc2)N1c1ccc(Cl)cc1 (centres undefined),-7
COc1cccc2cc(C(=O)Nc3nccs3)c(=Nc3cccc(C)c3)oc12,-6
N#CCCSCc1ccc(C(=O)O)o1,3
COc1ccc(Cl)cc1S(=O)(=O)N1CCN(C)CC1,-3
Cc1csc(SCC(=O)N2CCCC2)n1,0
NC(=O)CC(O)c1cccc(Cl)c1 (centres undefined),6
O=C(Nc1ccc2c(c1)CCC2)c1ccc2c(=O)n(-c3ccc(F)cc3)c(=S)[nH]c2c1,-3
COC(=O)C1=C(C)NC2=C(C(=O)CC(c3ccc(Cl)cc3)C2)C1c1ccc(OC(C)=O)c(OC)c1 (centres undefined),0
O=C(NCc1ccccn1)c1cc2ccccn2n1,0
CC(C)c1nc(N2CCCC2)c(C#N)c2c1CCCC2,-5
COc1ccc(NC(=O)C(NS(=O)(=O)c2cccs2)C(C)C)cc1Cl (centres undefined),5
O=C(O)c1ccc2c(c1)C(=O)N(CCCc1nc3ccccc3[nH]1)C2=O,-40
CC1=C(C(=O)OC(C)C)C(c2cccs2)C2=C(CCCC2=O)N1 (centres undefined),-1&16
Cc1nc2nc[nH]n2c(=O)c1NC(=O)c1c(-c2ccccc2Cl)noc1C,-1
Cc1sc2ncn(CC(=O)N3CCN(c4ccc(F)cc4)CC3)c(=O)c2c1S(=O)(=O)N1CCC(C)CC1,1
O=C(CN1C(=O)COc2ccccc21)NC1CCCC1,0
O=C(Nc1c2c(nn1-c1ccc(Cl)cc1)CS(=O)(=O)C2)C1CCCC1,-1
COc1ccc(C2C(C(=O)Nc3cc(OC)ccc3OC)c3cc(OC)c(OC)cc3C(=O)N2C)cc1 (centres undefined),-7
COc1ccc(S(=O)(=O)N2CCCN(CC(=O)Nc3cc(NC(C)=O)ccc3OC)CC2)cc1,-8
Cc1nc([N+](=O)[O-])cn1Cc1ccccc1,1
CCN1C(=O)NC(c2cc(Br)c(O)c(OC)c2)C(C(=O)OCCOC)=C1C (centres undefined),-5
Cc1ccc2c(CN3CCN(Cc4ccc5c(c4)OCO5)CC3)cc(=O)oc2c1C,-4
Cc1ccc(-n2ncc3c(Nc4ccc(Br)cc4)ncnc32)cc1,2
Cc1cc2cc(CCNC(=O)CCC3CCCC3)c(=O)[nH]c2cc1C,-10
Cc1cc(C)c2oc(=O)cc(CN3CCN(Cc4ccc5c(c4)OCO5)CC3)c2c1,-3
COc1ccc(-c2nn3c(-c4ccncc4)nnc3s2)cc1OC,-1
O=c1[nH]c2cc(S(=O)(=O)CCO)ccc2o1,-8
CCOC(=O)CSc1nnc(CNC(=O)c2cccs2)n1-c1ccccc1,-5
Cc1ccc(C)c(NC(=O)CCN2CCCCCC2)c1,-10
CCOc1ccc(N=C2NC(=O)SC2=Cc2ccc(Cl)cc2)cc1,-1
CC(C)C(C(=O)N1CCOCC1)N1C(=O)c2ccccc2C1=O (centres undefined),-3
CN1/C(=C\C(=O)Nc2cccnc2)c2ccccc2CC1(C)C,-3
OC1CCN(Cc2cccc(Oc3ccccc3)c2)CC1,-2
CC(=O)N1CCC(N2CCN(c3ccccc3F)CC2)CC1,-4
CCCn1c(SCC(=O)c2cc(OC)ccc2OC)nnc1-c1ccco1,-4

# (continued)
SMILES,14-3-3g Raf
Cn1nnnc1SCC(=O)N1c2ccccc2CCc2ccccc21,-12
CCOC(=O)N1CCC(NC(=O)C2CCCN(C(=O)c3cc4sccc4n3C)C2)CC1 (centres undefined),0
Cc1ccc(S(=O)(=O)Nc2ccc(NC(=O)c3ccccc3)cc2)cc1,-5
COCCn1c(SCc2ccccc2Cl)nc2c1c(=O)[nH]c(=O)n2C,-2&-8
Cc1nc(Nc2cccc(Cl)c2C)c2c3c(sc2n1)CCCC3,-1
Cc1ccc(S(=O)(=O)c2nc(-c3ccco3)oc2SCC(C)C)cc1,-74
Cc1ccn2c(Nc3ccccc3C)c(-c3ccccc3O)nc2c1,-4
CCCNS(=O)(=O)c1ccc(OCC(=O)N2CCC(C(=O)OCC)CC2)cc1,-6
Cc1ccc2cc3cc(C(=O)Nc4ccccc4C)sc3nc2c1,-13
CCOC(=O)c1ccc2c(c1)C1C=CCC1C(c1ccccc1C(F)(F)F)N2 (centres undefined),-53
CCOc1ccccc1N1CSC2=C(C#N)C(c3c(OC)ccc4ccccc34)CC(=O)N2C1 (centres undefined),5
CCc1ccc(NC2=C(Cl)C(=O)N(c3ccc(Cl)cc3)C2=O)cc1,-11
Cn1c(=O)[nH]c(=O)c2c1nc(Sc1nc3ccccc3s1)n2Cc1ccccc1,-4
CCOc1ccccc1Nc1nc2ccccc2n2cnnc12,-3
CCCCOc1ccc(C2CC(=O)N(C)C2=O)cc1 (centres undefined),-4
COc1ccc(NC(=O)N2CCN(c3cccc(C(F)(F)F)c3)CC2)cc1,0
O=C(Nc1cnn(Cc2ccc(F)cc2)c1)c1cc(-c2ccc(F)cc2)on1,-36
COc1ccc(CNC(=O)c2ccc3c(=O)n(Cc4ccc(OC)cc4)c(=O)[nH]c3c2)cc1,0
CC(=O)NC1C(=O)NC(=S)N(c2ccccc2)C1=O (centres undefined),12
Cc1ccc2nc(-c3ccc(N=c4oc5ccc(Br)cc5cc4C(N)=O)cc3)sc2c1,0
O=C(COc1ccc(Br)cc1)Nc1ccc(I)cc1,4
CCCN1C(=O)c2ccccc2NC1c1ccc(OC)c(COc2ccc([N+](=O)[O-])cc2)c1 (centres undefined),0
Cc1ccccc1Cc1c(C)nc2nc(SCC(=O)NC(C)(C)C)nn2c1C,-15

# Grouped by structure: the entries above with two or more sulfur atoms.
SMILES,14-3-3g Raf
Cn1c(SCC(=O)N(C2CCCCC2)C2CCCCC2)nnc1-c1cccs1,-2
O=C(CSc1nc(-c2cccs2)cc(C(F)(F)F)n1)NC1CCCC1,-1
CC(=O)N(c1ccc2oc(=O)sc2c1)S(=O)(=O)c1ccccc1,-2
CCCn1nnnc1SCC(=O)NCc1cccs1,-3
COc1ccc(S(=O)(=O)CCC(=O)Nc2nc3ccc(OC)cc3s2)cc1,-35
O=C(C1CCCN(S(=O)(=O)c2ccc(Br)s2)C1)N1CCN(C(c2ccccc2)c2ccc(Cl)cc2)CC1 (centres undefined),-5
CCC(=O)Nc1ccc2nc(SCC(=O)Nc3cccc(Cl)c3C)sc2c1,-8
COc1ccccc1N1CCN(C(=O)Cn2cnc3sc(C)c(S(=O)(=O)N4CCC(C)CC4)c3c2=O)CC1,-8
CCOc1ccccc1NC(=O)CCS(=O)(=O)c1cccc2nsnc12,-6
Cc1csc(SCC(=O)N2CCCC2)n1,0
COc1ccc(NC(=O)C(NS(=O)(=O)c2cccs2)C(C)C)cc1Cl (centres undefined),5
Cc1sc2ncn(CC(=O)N3CCN(c4ccc(F)cc4)CC3)c(=O)c2c1S(=O)(=O)N1CCC(C)CC1,1
CCOC(=O)CSc1nnc(CNC(=O)c2cccs2)n1-c1ccccc1,-5
Cc1ccc(S(=O)(=O)c2nc(-c3ccco3)oc2SCC(C)C)cc1,-74
Cn1c(=O)[nH]c(=O)c2c1nc(Sc1nc3ccccc3s1)n2Cc1ccccc1,-4

# Bioassay records as filed in PubChem.
